# GRK2 aptamer HTS: blocks RNA aptamer binding to human GRK2; P25098; bead flow cytometry, FAM-aptamer displacement from GRK2; inhibition of aptamer binding, % at 10 µM; 0.59% of 330,000 active; AID 488847;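 active means inhibition of aptamer binding above 40%, roughly 3 SD of noise, on plates passing a quality check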;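 further: median bead fluorescence of bound FAM aptamer so fluorescent compounds give negative values; no value below 0 was filed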
# Target sequence (P25098 whole entry, looked up): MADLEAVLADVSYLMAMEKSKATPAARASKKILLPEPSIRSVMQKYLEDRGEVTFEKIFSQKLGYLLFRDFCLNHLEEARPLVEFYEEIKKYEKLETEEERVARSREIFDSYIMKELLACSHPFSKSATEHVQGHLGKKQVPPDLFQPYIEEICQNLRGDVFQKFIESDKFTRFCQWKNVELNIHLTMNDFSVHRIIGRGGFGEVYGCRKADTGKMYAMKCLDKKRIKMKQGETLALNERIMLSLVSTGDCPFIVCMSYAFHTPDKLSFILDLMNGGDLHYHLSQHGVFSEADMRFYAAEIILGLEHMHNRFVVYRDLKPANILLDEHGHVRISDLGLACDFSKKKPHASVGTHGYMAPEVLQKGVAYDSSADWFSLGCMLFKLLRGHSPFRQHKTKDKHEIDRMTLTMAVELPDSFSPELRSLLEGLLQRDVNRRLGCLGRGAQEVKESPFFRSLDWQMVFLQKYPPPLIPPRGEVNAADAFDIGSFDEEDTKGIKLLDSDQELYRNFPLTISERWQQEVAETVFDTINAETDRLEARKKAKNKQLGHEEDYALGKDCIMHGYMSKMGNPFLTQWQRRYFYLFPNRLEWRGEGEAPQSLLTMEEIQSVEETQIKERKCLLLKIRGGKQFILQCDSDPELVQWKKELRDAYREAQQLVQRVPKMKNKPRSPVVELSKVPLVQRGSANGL
# LAP4 TOR yeast: alters LAP4-GFP fluorescence in TOR pathway yeast screen; GFP response vs DMSO, % at 10 µM; AID 2023; S. cerevisiae LAP4-GFP multiplex, flow cytometry GFP, 3 h; median GFP as percent of DMSO wells; 0.34% of 320,000 active;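 active means GFP response vs DMSO above a set limit, about the screen mean plus 3 SD, cut at about 150% in these data; inconclusive means under 70 cell events counted for the yeast strain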
# RPL19A TOR yeast: modulators of TOR pathway RPL19A-GFP in S. cerevisiae; S. cerevisiae RPL19A-GFP strain, flow cytometry, 3 h; active compounds read low; percent response vs DMSO, % at 10 µM; 0.3% of 330,000 active;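 active means percent response vs DMSO below 50%; inconclusive means fewer than 70 events counted for the yeast strain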;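 further: median channel GFP fluorescence of the barcoded RPL19A-GFP strain; ratio of sample median GFP to plate DMSO average so 100% = DMSO; lower means less RPL19A-GFP as with rapamycin TOR inhibition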
# MEP2 TOR yeast: alters MEP2-GFP fluorescence in TOR pathway yeast screen | S. cerevisiae MEP2-GFP strain, flow cytometry GFP, 3 h; 100% = DMSO control level | GFP response vs DMSO, % at 10 µM | 0.51% of 330,000 active;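 active means GFP response versus DMSO above a set limit, roughly screen mean plus 3 SD, cut at about 180% in these data; inconclusive means fewer than 70 cells counted for a yeast strain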;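 further: median GFP fluorescence of the barcode-gated MEP2-GFP cells per well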
# VLA-4 inh: inhibition in a human VLA-4 binding assay. AID 2557. P13612. VLA-4 expressing cells, ligand binding flow cytometry. 0.2% of 330,000 active. inhibition, % (about 7 µM as worked out from the volumes in the protocol); in the data active means inhibition above about 50%
# AGP1-GFP MLPCN: modulators of TOR pathway AGP1-GFP in S. cerevisiae. S. cerevisiae AGP1-GFP multiplex flow cytometry, 3 h; GFP as percent of DMSO wells. GFP response vs DMSO, % at 10 µM. 0.02% of 320,000 active. AID 2066;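 active means GFP response relative to DMSO above a set limit, near screen average plus 3 SD, cut at about 150% in these data; inconclusive means fewer than 70 cells counted for the yeast strain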;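 further: median GFP channel fluorescence of the gated AGP1 strain per well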
# CR mimetic SO: caloric restriction mimetics inhibiting age-related superoxide in yeast. S. cerevisiae aged cells, superoxide DHE fluorescence; active compounds read low. superoxide response (% of plate mean), % at 10 µM. 0.18% of 330,000 active. AID 2690;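 active means superoxide response under a set limit, about three screen SD below normal, cut at about 65% in these data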;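 further: yeast aged for seven days with compound at 30 °C before DHE staining; 100% = average MFI of all compound-treated wells on the plate with controls excluded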
# CIT2 TOR yeast: yeast TOR pathway CIT2-GFP modulation | S. cerevisiae CIT2-GFP strain, flow cytometry, 3 h; 100 means same as DMSO wells | GFP response vs DMSO, % at 10 µM | 0.065% of 320,000 active | AID 2029;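 active means GFP response relative to DMSO above a set limit, near the screen mean plus 3 SD, cut at about 150% in these data; inconclusive means Fewer than 70 cells measured for a yeast strain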;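 further: ratio of well median GFP fluorescence to mean of DMSO wells on the plate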
# An asterisk follows results filed as active; i = inactive; ? = inconclusive; / = no result given.
Structure	GRK2 aptamer HTS	LAP4 TOR yeast	RPL19A TOR yeast	MEP2 TOR yeast	VLA-4 inh	AGP1-GFP MLPCN	CR mimetic SO	CIT2 TOR yeast
Cc1cc(C)c(C)c(OCCCCN(C)Cc2ccccc2)c1	0.0	92.2	103.9	112.7	4.5	103.2	101.2	110.1
CCn1ncc(Br)c1C(=O)N(C)C12CC3CC(CC(C3)C1)C2	2.0	101.8	99.8	98.3	5.5	99.8	104.0	110.3
C=CCOc1c(Br)cc(/C=N/O)cc1OCC	6.0	84.0	107.8	108.0	12.2	102.5	97.6	121.6
CC(C)C(=O)NC(c1cccc([N+](=O)[O-])c1)c1c(O)ccc2ccccc12 (stereo not drawn)	8.0	107.8	101.0	117.5	4.6	108.0	104.4	116.0
CCOC(=O)c1sc(NC(=O)Nc2cccc(Cl)c2)cc1C	0.0	94.5	99.8	105.2	14.3	97.0	92.0	86.9
O=C(CSCc1ccc([N+](=O)[O-])cc1)NCCSCc1ccccc1	0.0	112.4	97.6	103.1	13.1	97.8	108.6	96.5
COc1ccc(C(CNC(=O)C(C)c2ccc3cc(OC)ccc3c2)N(C)C)cc1 (stereo not drawn)	0.0	109.4	99.8	98.5	7.3	105.3	92.9	97.4
Cc1ccc(O)c(NC(=O)c2ccc3c(c2)C(=O)N(CC(C)C)C3=O)c1	2.0	89.2	103.5	107.2	10.6	99.1	101.6	107.0
COc1ccc(C(=O)NCc2nnc(SCC(=O)Nc3cc(Cl)ccc3OC)o2)cc1	1.0	92.2	100.1	100.0	4.9	94.5	94.6	94.3
O=C(Cc1ccc(Cl)cc1)Nc1ccccc1C(=O)N1CCCCC1	2.0	75.8	102.6	97.8	0.0	94.1	94.6	115.6
COc1ccc(OCC(=O)Nc2cc3oc4ccccc4c3cc2OC)cc1	0.0	94.5	103.1	101.1	4.5	101.1	94.2	103.3
CCCOc1ccc(-c2nc(C#N)c(N3CCC(C(N)=O)CC3)o2)cc1	0.0	98.2	96.5	98.5	-4.9	92.8	103.8	101.7
COc1cccc(N2C(=O)C3CCCN3C2c2ccc(Cl)cc2)c1 (stereo not drawn)	0.0	100.4	103.7	112.7	-10.1	109.9	96.2	105.6
COc1cccc(/C=N/NC(=O)c2ccc(=O)n(C)c2)c1O	0.0	100.1	103.8	107.5	-9.3	100.3	114.5	103.2
Cc1csc(NC(=O)c2cc3ccccc3o2)n1	0.0	99.8	93.0	97.8	1.5	88.6	100.7	85.8
COc1ccccc1NC(=S)NCc1ccco1	0.0	111.1	106.1	103.3	-1.0	111.3	86.9	114.9
Cc1ccc(Cc2cnc(NC(=O)/C(C#N)=C/c3ccc(-c4cccc([N+](=O)[O-])c4)o3)s2)cc1	0.0	81.7	94.2	97.8	-7.7	87.7	100.0	89.4
COc1cc(/C=N/NC(=O)c2ccc3c(c2)OCCO3)cc(Cl)c1O	5.0	99.7	96.3	98.7	14.6	91.6	91.7	94.1
COc1cc(C(=O)NNC(=S)Nc2ccc(S(N)(=O)=O)cc2)cc(OC)c1OC	0.0	103.4	103.8	103.5	-5.6	103.5	106.9	105.1
COc1ccc(OC)c(CCNC(=O)c2ccc(CS(=O)Cc3ccc(Cl)cc3)o2)c1 (stereo not drawn)	0.0	93.5	92.2	91.6	i	87.9	105.3	96.4

# The final 2 records of the part above lead into the next:
Structure	GRK2 aptamer HTS	LAP4 TOR yeast	RPL19A TOR yeast	MEP2 TOR yeast	VLA-4 inh	AGP1-GFP MLPCN	CR mimetic SO	CIT2 TOR yeast
COc1cc(C(=O)NNC(=S)Nc2ccc(S(N)(=O)=O)cc2)cc(OC)c1OC	0.0	103.4	103.8	103.5	-5.6	103.5	106.9	105.1
COc1ccc(OC)c(CCNC(=O)c2ccc(CS(=O)Cc3ccc(Cl)cc3)o2)c1 (stereo not drawn)	0.0	93.5	92.2	91.6	i	87.9	105.3	96.4
CC(=O)NC(CC(=O)OCc1ccc([N+](=O)[O-])cc1)c1ccccc1 (stereo not drawn)	0.0	97.8	106.5	104.7	8.0	98.1	100.2	93.5
Cn1c(=O)c2c(ncn2CC(=O)Nc2ccccc2Sc2ccccc2)n(C)c1=O	0.0	108.7	102.2	104.3	-17.0	107.1	98.3	108.5
C#CCOCCOCCOCCNc1nc(N2CCN(C(=O)[C@H](CCCCN)n3cc([C@@H](N)C(C)CC)nn3)CC2)nc(N2CCN(C(=O)[C@H](CCCCN)n3cc([C@@H](N)CC(C)C)nn3)CC2)n1 (stereo partly drawn)	0.0	121.1	97.7	89.3	-6.7	82.6	102.5	78.4
Cc1cccc(C)c1NC(=O)C1(NC(=O)Cn2cccc([N+](=O)[O-])c2=O)CCCCC1	1.0	102.1	113.3	102.5	12.9	102.3	93.9	97.6
CCC(C(=O)Nc1ccc(C)cc1)c1ccccc1 (stereo not drawn)	4.0	94.9	99.2	98.8	6.5	98.8	99.7	100.2
O=C(Cn1c(C(=O)NCc2ccco2)cc2sccc21)c1ccccc1	1.0	98.6	102.3	100.5	16.0	97.5	98.4	94.9
O=C(NN=C1c2ccccc2-c2ccccc21)c1ccccc1	0.0	98.6	96.7	100.2	-0.4	93.5	101.3	95.9
N#CCC(=N)N1CCN(c2ccc(Cl)cc2)CC1	0.0	101.1	98.4	102.8	2.7	103.0	102.1	98.5
CC(=O)c1ccc(NC(=O)CSc2nc(N3CCOCC3)nc(N3CCOCC3)n2)cc1	4.0	57.6	111.1	100.4	-4.5	77.1	77.5	80.5
CC(C)(C)S(=O)(=O)c1cnc(-c2cnccn2)nc1N	0.0	111.3	100.3	96.8	21.3	104.2	119.6	92.0
CCOC(=O)C(C)(C)N(Cc1ccccc1C)S(=O)(=O)c1ccc(Cl)c([N+](=O)[O-])c1	8.0	89.5	97.9	93.2	12.1	91.8	87.8	93.5
CCc1ccc2oc(C(=O)N3CCN(c4ccc(OC)cc4)CC3)cc(=O)c2c1	0.0	100.0	101.5	99.7	31.3	101.5	116.7	98.8
CC1CC(C)CN(CC(C)(C)NS(=O)(=O)c2ccccc2)C1 (stereo not drawn)	0.0	92.9	107.9	97.9	-1.6	75.7	84.6	66.6
O=[N+]([O-])c1cc(/C=N\Nc2nc(-c3ccccc3)cs2)ccc1O	2.0	96.0	95.8	100.5	2.6	97.8	98.6	105.1
COc1ccc(NC(=O)c2ccc3ncsc3c2)c2ccccc12	1.0	105.8	103.2	106.6	8.7	97.2	112.9	93.1
CCOc1cccc(C(=O)N(Cc2cccc(F)c2)C2CCS(=O)(=O)C2)c1 (stereo not drawn)	3.0	97.2	103.5	108.9	6.0	104.2	115.6	116.4
O=C(CC1CCCCC1)NCCOc1ccccc1	2.0	85.2	103.4	100.2	10.1	97.0	96.4	90.1
COc1ccc(CCN(C)C2CC(=O)N(c3ccccc3)C2=O)cc1OC (stereo not drawn)	18.0	119.0	100.6	97.6	10.6	116.6	94.3	105.1
Cc1cc(C)nc(-n2nc(C)c(Oc3ccccc3O)c2C)n1	1.0	100.9	99.6	102.7	0.4	102.7	104.0	100.8
Cc1cc(N2CCCCC2C)nc(-c2ccccc2O)n1 (stereo not drawn)	1.0	109.7	102.0	104.5	-2.9	104.8	96.7	104.9
O=C(NCCc1nnc2ccc(NCc3ccc(Cl)cc3)nn12)c1ccccc1	1.0	?	86.5	?	-1.5	?	106.8	85.2
CCOc1cc(/C=C/C(=O)c2ccc(C)cc2)ccc1OCC(=O)N(C)C	2.0	97.9	98.9	101.1	22.0	96.6	94.8	95.2
Cc1nc(C(=O)N2CCCC(N3CCN(c4ccccc4C)CC3)C2)cs1 (stereo not drawn)	0.0	97.5	97.1	99.3	34.6	100.5	94.5	96.5
O=C(Nc1nnc(-c2ccc(F)cc2)o1)c1ccco1	4.0	89.2	93.5	91.7	13.3	90.5	91.9	101.2
COc1ccc(C(CCN2CCOCC2)c2c(O)cc(OC)cc2OC)cc1 (stereo not drawn)	1.0	93.1	104.0	104.5	9.8	105.6	98.4	104.7
Cn1c(CNC(=O)c2ccccc2F)nnc1SCC(=O)c1ccccc1	0.0	98.0	101.9	103.8	-13.8	97.5	107.5	90.9
Cc1cccc(NC(=O)CNC(=O)c2cccc(-n3cccc3)c2)c1C	50.0*	96.0	96.8	100.8	12.0	96.6	102.0	100.1
CCC(C)[C@H](NC(=O)C1CC(=O)N(c2ccc(OC)cc2)C1)C(=O)NC1CCCC1 (stereo partly drawn)	3.0	98.4	101.7	103.2	1.2	106.7	101.2	110.7
CCCCn1c(N)c(N(CCC(C)C)C(=O)COC(=O)c2cccnc2OCC)c(=O)[nH]c1=O	0.0	104.0	96.8	100.2	-4.2	92.7	111.9	108.6
O=C(O)c1cccc(Nc2nc(N3CCOCC3)nc(N3CCOCC3)n2)c1	0.0	94.9	96.2	94.0	14.6	103.8	96.4	96.8
CCN1CCCC1CNCc1ccccc1OCc1ccc(F)cc1 (stereo not drawn)	0.0	78.5	116.4	102.9	48.9	90.0	93.4	90.3
COc1ccc2oc3cc(C)[n+]([O-])c(-c4ccc(Br)cc4)c3c2c1	0.0	94.9	96.3	91.7	3.4	86.8	91.6	84.7
Cc1ccc2nc(-c3ccc(-c4ccccn4)s3)cn2c1	3.0	109.8	93.7	90.8	-14.8	101.4	87.6	87.3
CCCn1cnc2cc(NC(=O)c3ccco3)ccc21	2.0	97.7	108.0	101.3	1.7	109.2	103.8	108.1
OC(COc1ccccc1)CN1CCN(c2ncccn2)CC1 (stereo not drawn)	0.0	103.5	100.9	102.3	-9.2	100.5	105.1	96.9
Cc1cc(C)c(S(=O)(=O)N2CCCOC2CNC(=O)C(=O)NCc2ccccn2)c(C)c1 (stereo not drawn)	1.0	92.0	107.8	102.0	7.4	105.3	98.3	107.2
O=C(NCC(=O)N1CCN(c2ccccc2)CC1)c1cccs1	14.0	78.2	108.5	101.5	-9.4	95.7	109.4	104.1
COc1ccc([N+](=O)[O-])cc1NC(=O)C(C)OC(=O)/C=C/c1ccco1 (stereo not drawn)	10.0	102.2	105.3	107.1	10.9	97.4	108.4	94.8
Cc1sc2c(c1C)CN(C(C)(C)C)CN2C(=O)c1ccccc1	1.0	107.5	102.7	114.4	9.4	/	87.9	118.0
CC1=C(C(=O)OCc2ccc3c(c2)OCO3)C(c2ccccc2)NC(=O)N1 (stereo not drawn)	1.0	104.7	99.0	103.0	8.5	99.7	89.0	98.5
O=C(NCCCN1CCC(Cc2ccccc2)CC1)C1CC(=O)N(C2CCCC2)C1 (stereo not drawn)	0.0	101.5	102.3	105.6	19.7	104.0	99.3	101.8
CCN=C1SC(C(=O)Nc2cccc(Br)c2)CC(=O)N1CC (stereo not drawn)	0.0	93.5	99.4	101.1	9.6	95.9	90.3	101.5
Cc1cc(=O)n(C)c2ccc(S(=O)(=O)N3CCOCC3)cc12	1.0	92.2	102.1	104.4	21.2	101.4	92.5	99.9
Cc1cc2nc3ccc(N(C)C)cc3nc2cc1N	24.0	132.7	91.2	113.2	-25.7	121.2	111.1	117.2
CCn1c(SCC(=O)Nc2ccc(C(C)=O)cc2)nc2nc3c(cc2c1=O)COC(C)(C)C3	0.0	107.3	96.3	98.8	2.7	105.5	108.0	100.4
CCN(Cc1nc(-c2ccc(OC)c(OC)c2)no1)C(=O)c1ccc2c(c1)OCO2	1.0	92.3	98.7	105.8	12.5	91.5	114.0	105.8
